Screens deposited in PubChem by several laboratories.
Scp-1 inhibitor: Scp-1 phosphatase inhibitors, primary screen, biochemical, colorimetric, uHTS. Recombinant Scp1, phosphopeptide, malachite green phosphate absorbance. inhibition, % at 20 µM. 0.88% of 340,000 active;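 active = inhibition above about 50% at 20 µM, limit read from the data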;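 note: plate controls were DMSO wells with enzyme for no effect and wells lacking enzyme for full effect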
Target sequence (Q9GZU7 76-261 limits assumed): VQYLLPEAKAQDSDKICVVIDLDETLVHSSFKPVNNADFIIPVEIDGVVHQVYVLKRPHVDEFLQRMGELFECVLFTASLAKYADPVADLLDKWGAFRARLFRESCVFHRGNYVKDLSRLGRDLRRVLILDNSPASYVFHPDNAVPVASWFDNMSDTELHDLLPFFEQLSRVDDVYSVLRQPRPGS
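System: truncated SCP-1 phosphatase (76-261aa); medium: Tris acetate buffer pH 5.5 with MgCl2 and Tween-20; incubation: 45 min room-temperature reaction, 5 min colour, 30 min stabiliser; compound: single 20 µM dose, 1% DMSO; reagent: Phosphorylated 17-residue peptide substrate; read-out: % inhibition at 20 µM; technique: colorimetric free-phosphate detection, absorbance 630 nm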
STEP inh: STEP phosphatase inhibitors, primary screen, biochemical, fluorescence intensity, uHTS; Tyrosine-protein phosphatase non-receptor type 5 (Homo sapiens), P54829; recombinant STEP, OMFP fluorogenic substrate; inhibition, % at 20 µM; 0.25% of 360,000 active; AID 588621, 2011;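 active = inhibition at 20 µM, scaled per plate between control wells, above about 37%, limit read from the data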;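 note: 0% = DMSO with enzyme and substrate and 100% = substrate only without enzyme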
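Test system: STEP tyrosine phosphatase / Reagent: OMFP at 25 µM / Doses: 20 µM, 1% DMSO / Read-out: percent inhibition scaled to no-enzyme and uninhibited-enzyme controls, plate-pattern corrected / Detection: FITC-channel fluorescence of OMFP product / Medium: Bis-Tris buffer pH 6.0, 2.5 mM DTT, 0.005% Tween 20 / Schedule: 20 min at room temperature, dark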
bovine MsrA act: bovine MsrA enzyme activators, primary screen, biochemical, absorbance, HTS | purified bovine MsrA, absorbance read-out | activation, % at 10.6 µM | 0.3% of 360,000 active | AID 602163, 2012; in the data active = activation above about 7.5%;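 note: 0% = vehicle and 100% = reference activator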
DNMT1 block: human DNMT1 methyltransferase inhibitors, primary screen, biochemical, molecular beacon, fluorescence, HinP1I cleavage, uHTS; DNA (cytosine-5)-methyltransferase 1 (Homo sapiens), P26358; inhibition (reported as % activation of signal), % at 10 µM; 0.83% of 360,000 active; in the data active = inhibition above about 50%
SUMO1-SIM PPI: modulators of SUMO1 protein-protein interactions, primary screen, biochemical, uHTS | Small ubiquitin-related modifier 1 (Homo sapiens), P63165 | SUMO1 binding to a labelled peptide, TR-FRET, 1 h | inhibition, % at 20 µM | 0.33% of 360,000 active | AID 602429, 2012; in the data active = inhibition above about 37%
Target sequence (P63165 whole entry, looked up): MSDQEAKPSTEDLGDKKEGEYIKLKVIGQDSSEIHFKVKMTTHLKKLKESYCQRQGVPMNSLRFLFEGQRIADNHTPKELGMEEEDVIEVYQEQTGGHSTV
TbMetRS inhib: T. brucei MetRS inhibitors, primary screen, biochemical, luminescence. methionyl-tRNA synthetase (Trypanosoma brucei brucei). purified T. brucei MetRS, ATP depletion, Kinase-Glo luminescence. inhibition, % at 11.9 µM. 0.4% of 360,000 active;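 active = inhibition above a per-plate cutoff of the control wells' mean inhibition plus 3 SD, cut at about 5.5% in these data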;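 note: 0% = DMSO wells median and 100% = median of wells with control inhibitor compound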
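technique = Kinase-Glo luminescence, ATP depletion format | system = purified MetRS (methionyl-tRNA synthetase) enzyme from Trypanosoma brucei | timing = 15 min preincubation, 2 h reaction, all 25 °C | evaluation = percent inhibition versus plate control medians | dosing = single dose, 11.9 µM final nominal, 0.9% final DMSO | also added = substrates ATP, L-methionine and bulk Escherichia coli tRNA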
NRP1-CendR mod: modulators of CendR peptide binding to NRP-1, primary screen, biochemical, fluorescence polarization, uHTS. Neuropilin-1 (Homo sapiens), O14786. FAM-RPARPAR peptide binding to NRP-1. inhibition, % at 25 µM. 0.85% of 360,000 active. AID 602438, 2012;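 active = inhibition or corrected inhibition above about 18%, plus a signal ratio from 0.5 to 1.5, limit read from the data, passing the limit was not always enough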; note: strong numbers were not always called active
MsrA inhibitor: bovine MsrA enzyme inhibitors, primary screen, biochemical, absorbance, HTS | Methionine sulfoxide reductase A (Bos taurus) | purified bovine MsrA, absorbance read-out | inhibition, % at 15.5 µM | 0.75% of 360,000 active | AID 651718, 2012; in the data active = inhibition above about 4.5%;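 note: 0% = vehicle wells with enzyme and 100% = reference inhibitor wells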
LMPTP block: LMPTP phosphatase inhibitors, primary screen, biochemical, fluorescence intensity, uHTS. 0.22% of 360,000 active. recombinant LMPTP-A, OMFP fluorogenic substrate. inhibition, % at 20 µM. Low molecular weight phosphotyrosine protein phosphatase (Homo sapiens), P24666;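 active = compounds that cut the enzyme signal by at least half of the control window in the single-dose screen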;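 note: plate controls were DMSO wells with enzyme plus substrate for no effect and substrate without enzyme for full effect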
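Material: LMPTP-A; amount: 0.625 nM enzyme; doses: single 20 µM dose; times: reaction 50 min, room temperature, dark; technique: fluorescence intensity of OMFP turnover product; benchmarks: no-enzyme and uninhibited controls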
eLon inh: inhibitors of E. coli Lon protease, primary screen, biochemical, fluorescence polarization; 0.42% of 360,000 active; P0A9M0; purified E. coli Lon protease; inhibition, % at 7.94 µM; in the data active = inhibition above about 13%, passing the limit was not always enough;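 note: 0% = enzyme with probe and DMSO and 100% = no enzyme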
Target sequence (P0A9M0 whole entry, looked up): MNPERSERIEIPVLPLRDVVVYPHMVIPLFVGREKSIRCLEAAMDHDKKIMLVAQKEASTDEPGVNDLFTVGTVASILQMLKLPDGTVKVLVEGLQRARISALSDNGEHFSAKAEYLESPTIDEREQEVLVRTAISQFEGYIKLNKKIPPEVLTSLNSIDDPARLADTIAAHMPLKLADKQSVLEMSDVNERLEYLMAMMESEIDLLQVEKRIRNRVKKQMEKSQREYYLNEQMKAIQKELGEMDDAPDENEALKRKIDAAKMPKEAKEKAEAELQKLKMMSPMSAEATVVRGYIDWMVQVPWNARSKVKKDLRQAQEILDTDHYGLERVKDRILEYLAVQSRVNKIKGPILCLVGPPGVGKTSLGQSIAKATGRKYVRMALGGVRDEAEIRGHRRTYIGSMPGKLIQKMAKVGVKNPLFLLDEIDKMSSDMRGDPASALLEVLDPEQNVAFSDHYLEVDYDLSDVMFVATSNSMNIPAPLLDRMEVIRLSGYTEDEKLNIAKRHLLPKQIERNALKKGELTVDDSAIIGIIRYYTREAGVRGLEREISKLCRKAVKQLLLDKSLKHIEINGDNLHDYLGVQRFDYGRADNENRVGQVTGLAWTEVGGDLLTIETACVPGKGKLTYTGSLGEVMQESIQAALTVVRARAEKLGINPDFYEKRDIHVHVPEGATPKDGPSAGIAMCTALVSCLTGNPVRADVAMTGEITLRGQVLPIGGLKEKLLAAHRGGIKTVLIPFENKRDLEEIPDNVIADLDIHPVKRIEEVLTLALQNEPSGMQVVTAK
Active calls of the source: *; . = no result given. The order is random. Share with any hit: about 4.3%.

SMILES	Scp-1 inhibitor	STEP inh	bovine MsrA act	DNMT1 block	SUMO1-SIM PPI	TbMetRS inhib	NRP1-CendR mod	MsrA inhibitor	LMPTP block	eLon inh
CCOC(=O)C1=NN(c2ccccc2C)C2=NC(C)=C(C(=O)OC)C(c3cccc(OC)c3)N12 (centres undefined)	2	-2	-4	-7	-4	-0.1	-2	1.6	0.8	-3
O=[N+]([O-])c1ccc(S(=O)(=O)NNC(=S)NCCc2ccccc2)cc1	-8	4	-3	1	-19	0.1	5	1.4	0.2	-15
CC1(C)C(=O)OC(c2ccccc2)C2(CCCC2)C1=O (centres undefined)	0	-2	-11	-2	0	-0.5	10	0.6	-2.2	0
C=CCn1c(=NC(=O)CC)n(C)c2ccccc21	-2	1	-8	4	1	-0.8	-4	-1.9	0.9	-15
COC(=O)CN(c1ccc(C(C)C)cc1)S(=O)(=O)c1c(C)[nH]c(=O)[nH]c1=O	-9	-1	-1	-3	0	-0.3	-14	0.2	-1.0	-1
CCCOC(=O)c1ccc(Oc2coc3c(CN(CC)CC)c(O)ccc3c2=O)cc1	-10	1	-6	-7	0	-1.6	-10	2.7	-1.7	-1
COc1ccc(Cc2noc(CN(C)CC(O)c3ccccc3)n2)cc1OC (centres undefined)	-3	0	-3	0	-1	-0.5	7	0.9	-1.9	-1
CC(=O)Nc1cccc(NC(=O)C(=O)NCC(c2ccco2)N2CCc3ccccc32)c1 (centres undefined)	-11	-4	-2	-2	0	-0.3	-11	-0.9	1.6	-5
COc1ccccc1C(=O)NC(=O)COC(=O)CNC(=O)c1ccccc1F	-2	0	-4	4	0	-0.4	1	-0.4	-1.8	2
COc1ccc(CN2CCCN(C)CC2)c(OC)c1C	0	0	-3	2	3	-0.4	14	1.3	-5.5	-9
Cc1cccc(C(=O)Nc2ccc(O)cc2)c1	0	8	-2	2	4	-0.3	-3	-1.2	-0.4	2
CCCCN(CCCNC(=O)c1ccc(CS(=O)(=O)c2ccc(OC)cc2)o1)Cc1ccccc1	-3	-4	-3	1	-7	-0.1	-1	2.7	-2.4	12
COc1ccc(NC(=O)CCCN2C(=O)/C(=C\c3ccco3)SC2=S)cc1	-5	1	-8	-22	-9	-1.1	-42	0.5	0.1	-4
CCN(CC)C(=O)C1CCCN(Cc2ccccc2C(F)(F)F)C1 (centres undefined)	-2	-1	-3	4	-3	-0.1	-5	-0.5	-3.0	-8
CC(=O)Nc1ccc(Nc2nc(-c3ccccc3)nc3ccccc23)cc1	3	-2	-2	-6	0	-0.7	6	2.7	25	5
COc1ccc(Nc2nc(N3CCCC3)nc3ccccc23)c(OC)c1	5	0	-2	37	4	0.5	9	0.4	9.9	5
O=C(NCC1CCCCC1)c1cc2ccccc2cc1O	-8	4	-7	0	-5	-0.1	-3	-0.1	3.4	-2
O=S(=O)(c1cccc2cccnc12)N1CCN(c2ccc(F)cc2)CC1	-29	-2	-3	1	2	-0.4	6	-0.7	0.5	0
CCN(CC)CCn1c2c(c(SCC(=O)Nc3nc(C)cs3)nc1=O)CCCC2	1	2	3	1	-4	-0.4	4	-0.2	0.0	-2
Cc1ccc(-c2cc(C(=O)N/N=C\c3cnn(C)c3C)c3ccccc3n2)cc1C	-7	4	-4	-11	5	0.2	-11	0.9	4.0	-7
CCN(CC)S(=O)(=O)c1ccc(C(=O)NCC(c2cccs2)N2CCOCC2)cc1 (centres undefined)	-3	-1	-11	6	0	-0.5	13	-0.4	-1.0	-17
O=C(N/N=C/c1cccnc1)c1ccc(Cl)c(Cl)c1	-13	-1	1	0	-15	0.0	10	-1.7	-2.0	0
Cc1nn(CCC(=O)NNC(=S)Nc2ccc(F)cc2)c(C)c1[N+](=O)[O-]	-8	2	-1	2	2	-0.1	-4	-0.2	-1.0	11
Nc1ccc(S(=O)(=O)Nc2ccnn2-c2ccccc2)cc1	-1	-9	-11	5	9	-0.7	-9	-0.7	-1.5	-1

Three entries already listed, ordered by the value under STEP inh, rising:
SMILES | Scp-1 inhibitor | STEP inh | bovine MsrA act | DNMT1 block | SUMO1-SIM PPI | TbMetRS inhib | NRP1-CendR mod | MsrA inhibitor | LMPTP block | eLon inh
CC(=O)Nc1cccc(NC(=O)C(=O)NCC(c2ccco2)N2CCc3ccccc32)c1 (centres undefined) | -11 | -4 | -2 | -2 | 0 | -0.3 | -11 | -0.9 | 1.6 | -5
O=S(=O)(c1cccc2cccnc12)N1CCN(c2ccc(F)cc2)CC1 | -29 | -2 | -3 | 1 | 2 | -0.4 | 6 | -0.7 | 0.5 | 0
O=C(NCC1CCCCC1)c1cc2ccccc2cc1O | -8 | 4 | -7 | 0 | -5 | -0.1 | -3 | -0.1 | 3.4 | -2

(more compounds)
SMILES	Scp-1 inhibitor	STEP inh	bovine MsrA act	DNMT1 block	SUMO1-SIM PPI	TbMetRS inhib	NRP1-CendR mod	MsrA inhibitor	LMPTP block	eLon inh
Cc1ccc(-n2ncc3c(NCc4cccnc4)ncnc32)cc1C	1	-3	-8	-1	2	-0.7	6	-1.0	1.0	-5
Cn1c(NCCc2ccncc2)nc2cc(-c3cccc(Cl)c3)sc2c1=O	.	-5	2	0	-8	-0.3	-2	0.3	0.2	7
CCOC(=O)c1[nH]c(C)c(CN(CCc2ccccc2)C(=O)CCC(=O)O)c1C	-5	0	-2	5	-8	-0.1	4	-0.2	0.5	-1
O=C(O)c1cc(-c2ccc(/C=N/NC(=S)Nc3ccccc3)o2)ccc1Cl	52*	1	-7	18	22	0.1	-7	3.5	0.9	-16
O=C(NCc1ccc2c(c1)OCO2)c1cc2ncc(Br)cn2n1	72*	0	-2	71*	2	-0.7	5	0.1	52*	-3
COc1cc(OC)c(OC)cc1/C=C(\C#N)C(=O)NCc1cccs1	-10	1	-3	-3	-12	-0.6	4	1.0	-0.4	-4
Cc1ccc(-c2cc(C(=O)Nc3ccccn3)c3ccccc3n2)o1	58*	7	-5	61*	1	0.0	-16	0.6	6.9	3
O=C(CCC(=O)N1CCCC1)Nc1ccc([N+](=O)[O-])cc1	-4	2	-11	1	-18	-0.8	-4	2.3	-0.3	-3
COc1cc(-c2cnc3c(NC=O)cc(-c4ccsc4)cn23)cc(OC)c1OC	.	1	-2	-10	-7	0.1	-25	1.6	1.8	-52
CCN1/C(=C2\SC(=S)N(Cc3ccccc3)C2=O)Sc2ccccc21	15	3	-2	10	-2	-0.9	-23	-0.6	0.4	-2
CCOc1ccc(C(=O)NC(=S)Nc2ccccc2OC)cc1[N+](=O)[O-]	-1	4	-4	4	2	-0.3	-5	0.3	-0.8	-6
COc1ccc(CCNC(=O)CSc2nc3sc(C(=O)O)c(C)c3c(=O)[nH]2)cc1OC	0	-5	-3	2	1	0.7	7	1.7	-0.7	-2
COCCn1c(SCC(=O)Nc2cccc(C)n2)nnc1-c1ccco1	-6	-3	0	0	2	-0.2	4	-1.0	-0.6	-1
FC(F)(F)c1ccccc1Cc1c(-c2cccc(Br)c2)nc2ccc(Br)cn12	.	-1	1	9	-5	-0.2	-4	-0.3	3.5	1
CCOC(=O)C(CC1=CS(=O)(=O)c2ccc(Cl)cc21)(NC(C)=O)C(=O)OCC	.	-2	-2	1	-8	0.2	-1	0.3	-1.4	-5
CSc1ccccc1NC(=O)COC(=O)/C=C/c1ccco1	37	7	-3	26	-10	-0.4	1	.	3.6	-5
COC(=O)c1sc2ccccc2c1-n1cccc1C(=O)C(=O)Nc1ccc(OC)cc1	-10	1	-3	-3	-5	-0.3	3	2.1	3.3	-4
CCOC(=O)c1c(C)[nH]c(C(=O)OCC(=O)NC2CCS(=O)(=O)C2)c1C (centres undefined)	-5	-1	0	2	-3	-0.5	21	0.5	-3.2	-1
O=C(Nc1cccc(Cl)c1)C1C2C=CC3(O2)C1C(=O)N(CCCN1CCCCC1)C3C(=O)NC1CCCCC1 (centres undefined)	-4	-2	0	2	-1	-0.2	3	-0.4	-1.7	-3
O=C(Nc1nnc([C@@H]2C[C@H](O)[C@@H](CO)O2)s1)Nc1cccc(Cl)c1Cl	.	-1	-3	1	-1	0.4	5	3.2	-0.3	9
CCN(c1ccccc1C(=O)O)S(=O)(=O)c1cccc2nsnc12	6	-2	-1	-1	-20	-0.6	-2	0.8	-0.9	0
CC1CC(C)(C)NC(=S)N1CCCC(=O)N1CCN(c2ccccc2F)CC1 (centres undefined)	-2	-3	-2	5	-2	-0.4	-2	-0.5	-1.9	-5
Cc1oc(-c2ccccc2F)nc1CS(=O)(=O)CC(=O)N1CCN(Cc2ccccc2)CC1	5	1	-7	4	2	-0.5	-11	-1.2	-2.4	1
Cc1ccc(C(=O)NCC(=O)OCC(=O)c2ccc3c(c2)NC(=O)CO3)cc1C	-4	0	-3	-2	-2	0.0	8	0.3	6.0	1
CCNC(=S)N1CCN(c2ccc([N+](=O)[O-])cc2)CC1	-12	4	-6	-1	-26	-0.2	-15	1.2	0.4	7
Cc1ccc(S(=O)(=O)N2CCCCC2)cc1C(=O)N1CCCCCC1	-8	2	5	2	2	-0.2	-4	-0.4	-2.3	-4
CC(C)NC(=O)Nc1ccc2c(c1)C(=O)N([C@@H](C)CO)C[C@@H](C)[C@H](CN(C)Cc1ccccc1)OCCCC[C@H](C)O2	.	0	7	8	-1	0.3	1	0.1	-0.9	-8
CN1CCN(CC(=O)Nc2ccccc2Sc2ccccc2)CC1	-1	3	-7	-3	1	-0.8	-6	-0.9	-0.5	-7
CCOC(=O)N1CCN(S(=O)(=O)CCNC(=O)c2cccc(OC)c2)CC1	-3	-4	-10	3	0	-0.4	2	-0.4	-1.3	3
Cc1ccc(S(=O)(=O)N/N=C/c2cccc3c2OCCO3)cc1	0	-2	-2	6	-3	0.0	-11	1.4	-0.2	0
CCOc1ccc(S(=O)(=O)N2CCOCC2)cc1NS(=O)(=O)c1ccc(OC)c([N+](=O)[O-])c1	0	0	-1	0	-11	-0.6	-1	0.8	0.0	6
COc1ccc(-c2nnc(SCc3cccc(C#N)c3)o2)cc1	-8	-2	-2	2	-3	-0.5	-7	-0.5	-0.2	-2
O=C(ON=C1CCN(S(=O)(=O)c2ccccc2)CC1)c1ccc(Cl)cc1	-5	0	1	1	-4	-0.2	9	1.2	1.1	6
